From PubChem
PRC2 inh: inhibitors of human EZH2/PRC2 methyltransferase; PRC2 H3K27 methylation, DELFIA TRF, 1 h; inhibition, % at 12.5 µM; 57,000 tested, 0.35% active; AID 651548;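 active means mean inhibition of replicates at least 50% and every single replicate also reaching 50%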;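 further: dimethyl H3K27 on biotinylated H3 21-44 peptide detected by antibody; plate controls were median neutral control wells for no effect and median positive control wells for full effect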
IDH1 mut inh: blocks human IDH1 R132H reductase activity; 70,000 tested, 0.18% active; O75874; inhibition, % at 10 µM; diaphorase/resazurin fluorescence, 60 min; in the data active means inhibition above about 34%;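 further: 0% = DMSO and 100% = no enzyme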
Target sequence (O75874 whole entry R132H): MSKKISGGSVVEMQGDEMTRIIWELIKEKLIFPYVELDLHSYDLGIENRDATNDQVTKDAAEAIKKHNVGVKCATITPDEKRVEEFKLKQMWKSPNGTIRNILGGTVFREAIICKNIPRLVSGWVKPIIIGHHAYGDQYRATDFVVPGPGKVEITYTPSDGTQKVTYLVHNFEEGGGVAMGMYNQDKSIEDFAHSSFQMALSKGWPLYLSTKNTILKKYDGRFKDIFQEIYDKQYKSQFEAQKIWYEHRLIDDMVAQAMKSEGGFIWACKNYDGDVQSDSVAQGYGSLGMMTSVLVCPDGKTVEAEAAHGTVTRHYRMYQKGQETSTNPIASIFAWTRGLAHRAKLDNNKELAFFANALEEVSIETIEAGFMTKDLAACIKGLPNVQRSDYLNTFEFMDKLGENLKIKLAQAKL
* hit, by the source's call; . = no result given. Not all compounds are listed; rates above refer to the full screens.

SMILES | PRC2 inh | IDH1 mut inh
CO[C@H]1CN(C)C(=O)c2cc(NC(=O)Nc3c(C)noc3C)ccc2OC[C@H](C)N(C)C[C@@H]1C | 11 | 0.1
COc1ccc(NC(=O)CN(c2ccc(F)c(Cl)c2)S(C)(=O)=O)cc1Cl | -1 | -0.3
C[C@H](CO)N1C[C@H](C)[C@@H](CN(C)S(=O)(=O)c2ccc(Cl)cc2)Oc2ccc(NS(=O)(=O)c3ccc(Cl)cc3)cc2CC1=O | . | -0.3
Cc1onc(-c2c(F)cccc2Cl)c1C(=O)NCC1COc2ccccc2O1 (stereo not given) | -19 | 1.7
O=C(N[C@@H]1CC[C@@H](CCn2cc(C3(O)CCCC3)nn2)O[C@H]1CO)C1CCCCC1 | 1 | 0.5
CN(C)C(=O)C[C@H]1C=C[C@@H](NC(=O)C2CCC2)[C@H](CO)O1 | 9 | 0.5
COCCNC(=O)C[C@H]1C[C@@H]2c3cc(NC(=O)Nc4ccc(OC)cc4)ccc3O[C@@H]2[C@@H](CO)O1 | 2 | 0.6
C[C@@H]1CCCCO[C@H](CN(C)Cc2ccc(Cl)c(Cl)c2)[C@@H](C)CN([C@@H](C)CO)C(=O)c2cc(NC(=O)Cc3ccccc3)ccc2O1 | . | 1.0
CC(C)NC(=O)Nc1cccc2c1O[C@@H](CN(C)S(=O)(=O)c1ccc(Cl)cc1)[C@@H](C)CN([C@@H](C)CO)C2=O | . | 0.6
CCCC(=O)Nc1ccc2c(c1)OC[C@@H](C)N(C(C)=O)C[C@@H](C)[C@H](OC)CN(C)C2=O | -6 | 0.5
CCn1c(SCC(=O)Nc2ccc(C(N)=O)cc2)nnc1-c1ccco1 | 6 | 0.1
C[C@H](CO)N1C[C@H](C)[C@@H](CN(C)S(C)(=O)=O)OCCCC[C@H](C)Oc2ccc(NC(=O)CCCN(C)C)cc2C1=O | 6 | .
Cn1nnnc1SCC(=O)Nc1ccc([N+](=O)[O-])cc1 | 4 | 1.1
C[C@@H]1CCCCO[C@H](CN(C)C(=O)Nc2ccc3c(c2)OCO3)[C@@H](C)CN([C@@H](C)CO)C(=O)c2cc(NS(=O)(=O)c3ccc(F)cc3)ccc2O1 | . | -1.1
O=C(N[C@@H]1CC[C@H](CCNS(=O)(=O)c2ccc(F)cc2)O[C@@H]1CO)C1CCC1 | -7 | 0.1
C[C@@H]1CN([C@@H](C)CO)S(=O)(=O)c2ccc(C#CC3CC3)cc2O[C@H]1CN(C)C(=O)c1ccccc1 | . | 0.1
COc1ccc(S(=O)(=O)Nc2ccc3c(c2)C(=O)N([C@@H](C)CO)C[C@@H](C)[C@@H](CN(C)C(=O)NC(C)C)OCCCC[C@@H](C)O3)cc1 | . | 1.9
CCCc1cn(CC[C@H]2CC[C@@H](NS(=O)(=O)c3ccc(-c4ccccc4)cc3)[C@@H](CO)O2)nn1 | 6 | 0.0
COc1ccc(S(=O)(=O)N(C)C[C@@H]2OCCCC[C@@H](C)Oc3ccc(NS(=O)(=O)c4cn(C)cn4)cc3C(=O)N([C@H](C)CO)C[C@@H]2C)cc1 | . | 3.8
CCCC(=O)Nc1ccc2c(c1)C(=O)N(C)C[C@@H](OC)[C@H](C)CN(C(=O)CN(C)C)[C@@H](C)CO2 | 7 | -0.1

An excerpt from above in order of SMILES length, descending.
SMILES | PRC2 inh | IDH1 mut inh
COc1ccc(S(=O)(=O)N(C)C[C@@H]2OCCCC[C@@H](C)Oc3ccc(NS(=O)(=O)c4cn(C)cn4)cc3C(=O)N([C@H](C)CO)C[C@@H]2C)cc1 | . | 3.8
COc1ccc(S(=O)(=O)Nc2ccc3c(c2)C(=O)N([C@@H](C)CO)C[C@@H](C)[C@@H](CN(C)C(=O)NC(C)C)OCCCC[C@@H](C)O3)cc1 | . | 1.9
C[C@@H]1CCCCO[C@H](CN(C)Cc2ccc(Cl)c(Cl)c2)[C@@H](C)CN([C@@H](C)CO)C(=O)c2cc(NC(=O)Cc3ccccc3)ccc2O1 | . | 1.0
C[C@H](CO)N1C[C@H](C)[C@@H](CN(C)S(C)(=O)=O)OCCCC[C@H](C)Oc2ccc(NC(=O)CCCN(C)C)cc2C1=O | 6 | .
CC(C)NC(=O)Nc1cccc2c1O[C@@H](CN(C)S(=O)(=O)c1ccc(Cl)cc1)[C@@H](C)CN([C@@H](C)CO)C2=O | . | 0.6
CCCC(=O)Nc1ccc2c(c1)C(=O)N(C)C[C@@H](OC)[C@H](C)CN(C(=O)CN(C)C)[C@@H](C)CO2 | 7 | -0.1
COCCNC(=O)C[C@H]1C[C@@H]2c3cc(NC(=O)Nc4ccc(OC)cc4)ccc3O[C@@H]2[C@@H](CO)O1 | 2 | 0.6
CCCc1cn(CC[C@H]2CC[C@@H](NS(=O)(=O)c3ccc(-c4ccccc4)cc3)[C@@H](CO)O2)nn1 | 6 | 0.0
CCCC(=O)Nc1ccc2c(c1)OC[C@@H](C)N(C(C)=O)C[C@@H](C)[C@H](OC)CN(C)C2=O | -6 | 0.5
O=C(N[C@@H]1CC[C@H](CCNS(=O)(=O)c2ccc(F)cc2)O[C@@H]1CO)C1CCC1 | -7 | 0.1
CN(C)C(=O)C[C@H]1C=C[C@@H](NC(=O)C2CCC2)[C@H](CO)O1 | 9 | 0.5
CCn1c(SCC(=O)Nc2ccc(C(N)=O)cc2)nnc1-c1ccco1 | 6 | 0.1
Cn1nnnc1SCC(=O)Nc1ccc([N+](=O)[O-])cc1 | 4 | 1.1

Other results follow:
SMILES | PRC2 inh | IDH1 mut inh
CCCNC(=O)N(C)C[C@@H]1Oc2cc(-c3cncnc3)ccc2S(=O)(=O)N([C@@H](C)CO)C[C@@H]1C | 17 | 0.0
CN(c1ccc(OCC(=O)O)cc1)S(=O)(=O)c1ccc(F)cc1 | 9 | -0.1
COc1ccc(CN(C)C[C@H]2Oc3ccc(NS(C)(=O)=O)cc3C(=O)N([C@@H](C)CO)C[C@@H]2C)cc1 | . | -0.3
C[C@@H]1CN([C@@H](C)CO)C(=O)Cc2cc(NC(=O)Nc3ccc(C(F)(F)F)cc3)ccc2O[C@H]1CN(C)S(=O)(=O)c1ccc(Cl)cc1 | . | -2.7
COc1ccc(CN(C)C[C@@H]2Oc3ccc(NS(=O)(=O)c4ccccc4)cc3CC(=O)N([C@@H](C)CO)C[C@@H]2C)cc1 | . | 0.1
Cc1ccc(S(=O)(=O)Nc2ccc3c(c2)C(=O)N([C@@H](C)CO)C[C@H](C)[C@@H](CN(C)Cc2ccc(-c4ccccc4)cc2)O3)cc1 | . | -0.2
C[C@@H]1CN([C@@H](C)CO)C(=O)c2cc(-c3cccc(C#N)c3)cnc2O[C@@H]1CN(C)C(=O)c1ccccn1 | . | 0.1
Cc1ccc([N+](=O)[O-])cc1NC(=O)CN(Cc1ccccc1)S(C)(=O)=O | 0 | 0.6
CCCCn1cc(C2CC(=O)N(c3ccc(Br)cc3)C2=O)c2ccccc21 (stereo not given) | 35 | -0.4
CCCN(C)C[C@H]1OCCCC[C@@H](C)Oc2ccc(NS(=O)(=O)c3cccs3)cc2C(=O)N([C@H](C)CO)C[C@@H]1C | . | 1.1
CO[C@@H]1CN(C)C(=O)c2cc(NS(C)(=O)=O)ccc2OC[C@@H](C)N(C(=O)C2CC2)C[C@H]1C | 7 | 0.4
COc1nc(NCCc2ccc(OC)c(OC)c2)nc(OC)n1 | 0 | 0.0
C[C@@H]1CN([C@@H](C)CO)C(=O)Cc2cc(NS(=O)(=O)c3cn(C)cn3)ccc2O[C@@H]1CN(C)Cc1ccncc1 | . | 4.9
COc1ccc(OC(C)C(=O)Nc2ccncc2)cc1 (stereo not given) | -5 | 9.9
CCCN1C[C@@H](C)[C@H](OC)CN(C)C(=O)c2cc(NC(=O)CC)ccc2OC[C@@H]1C | 15 | 0.1
Cc1ccc(S(=O)(=O)N(C)C[C@H]2OCCCC[C@@H](C)Oc3ccc(NS(=O)(=O)c4c(C)noc4C)cc3C(=O)N([C@H](C)CO)C[C@@H]2C)cc1 | . | -1.1
CCC(=O)Nc1ccc2c(c1)C(=O)N(C)C[C@@H](OC)[C@@H](C)CN(C(=O)NC(C)C)[C@H](C)CO2 | -1 | 0.5
Cc1ccc2nc(-c3cccc(NC(=O)COc4ccccc4C)c3)oc2c1 | -5 | -0.1
C[C@H]1CN([C@@H](C)CO)C(=O)Cc2cc(NC(=O)C3CCCCC3)ccc2O[C@H]1CN(C)S(=O)(=O)c1ccc(F)cc1 | . | 2.0
CCn1c(SCC(=O)N2c3ccccc3Sc3ccccc32)nnc1-c1ccncc1 | 11 | -0.2
COc1cccc(NC(=O)CC2NC3CCCCC3NC2=O)c1 (stereo not given) | -8 | 0.0
C[C@H]1CN([C@@H](C)CO)C(=O)c2cccc(NC(=O)C3CCOCC3)c2O[C@H]1CN(C)CC1CC1 | 3 | -0.7
C=CCNC(=O)[C@H]1[C@@H]2C(=O)O[C@@H](c3ccccc3)[C@@H](c3ccccc3)N2[C@@H](c2ccccc2OCCO)[C@]12C(=O)Nc1ccc(C#CCNC(N)=O)cc12 | -17 | .
COCC(=O)N(C)C[C@H]1Oc2cc(-c3cccnc3)ccc2S(=O)(=O)N([C@@H](C)CO)C[C@H]1C | 6 | 0.0
C[C@H]1CN([C@@H](C)CO)S(=O)(=O)c2ccc(C#CC(C)(C)O)cc2O[C@H]1CN(C)Cc1ccccc1 | -4 | .
O=S(=O)(N[C@@H]1CC[C@H](CCn2cc(-c3cccc(F)c3)nn2)O[C@@H]1CO)c1ccc(F)cc1 | 1 | 0.2
CNC[C@@H]1OCCCC[C@H](C)Oc2ccc(NC(=O)Nc3ccc(F)cc3)cc2C(=O)N([C@@H](C)CO)C[C@H]1C | -4 | 1.9
C[C@H]1CCCCO[C@H](CN(C)Cc2ccncc2)[C@@H](C)CN([C@@H](C)CO)C(=O)c2cc(N(C)C)ccc2O1 | -3 | -0.1
CO[C@@H]1CN(C)C(=O)c2ccc(NC(C)=O)cc2OC[C@@H](C)N(C(=O)c2cccnc2)C[C@@H]1C | -5 | -0.1
C[C@H](O)C#Cc1cnc2c(c1)C(=O)N([C@H](C)CO)C[C@H](C)[C@H](CN(C)C(=O)c1ccccc1)O2 | 4 | -2.6
COc1ccc(NC(=O)Nc2cccc3c2O[C@@H](CN(C)S(=O)(=O)c2ccc(OC)cc2)[C@@H](C)CN([C@H](C)CO)C3=O)cc1 | . | -1.9
C[C@@H]1CN([C@H](C)CO)C(=O)c2cc(NC(=O)Nc3ccc(C(F)(F)F)cc3)ccc2O[C@@H](C)CCCCO[C@H]1CN(C)Cc1ccc2c(c1)OCO2 | . | 6.3
Cc1cc(Cl)ccc1OC(C)C(=O)Nc1cccc(NC(=O)c2ccco2)c1 (stereo not given) | 9 | 0.0
C[C@@H]1CN([C@@H](C)CO)C(=O)c2cccc(NC(=O)C3CCOCC3)c2O[C@H]1CN(C)Cc1ccc(C(=O)Nc2ccccc2N)cc1 | 10 | .
C[C@H](CO)N1C[C@H](C)[C@H](CN(C)CC2CCCCC2)Oc2ccc(NS(=O)(=O)c3ccc(Cl)cc3)cc2C1=O | 8 | 0.2
C[C@H](CO)N1C[C@H](C)[C@H](CN(C)Cc2ccc(C(=O)Nc3ccccc3N)cc2)Oc2c(NC(=O)c3ccc(-c4nccs4)cc3)cccc2C1=O | -46 | .
C/C=C/c1ccc2c(c1)O[C@@H](CN(C)C(=O)C1CC1)[C@@H](C)CN([C@@H](C)CO)S2(=O)=O | 3 | .
COCC(=O)N[C@H]1CC[C@@H](CC(=O)NCc2ccccc2OC)O[C@H]1CO | 7 | 0.0
COc1ccc(CN(C)C[C@H]2Oc3c(NS(=O)(=O)c4cn(C)cn4)cccc3C(=O)N([C@H](C)CO)C[C@@H]2C)cc1 | 3 | 0.3
O=C(Nc1ccccc1)C1=C[C@H](C2CC2)C[C@H](OCCCCO)O1 | 10 | .
N#CC1=C(SCC(=O)Nc2cccc3cccnc23)NC(=O)C(C#N)C12CCCCC2 (stereo not given) | 17 | -1.7
Cc1ccc(S(=O)(=O)N[C@@H]2C=C[C@@H](CC(=O)NCc3ccncn3)O[C@H]2CO)cc1 | 2 | -0.2
Cc1ccc(S(=O)(=O)Nc2ccc3c(c2)C(=O)N([C@H](C)CO)C[C@H](C)[C@H](CN(C)C(=O)Nc2ccc(C(F)(F)F)cc2)O3)cc1 | . | 0.8
C[C@@H]1CN([C@@H](C)CO)C(=O)c2cc(NC(=O)Cc3ccccc3)ccc2O[C@H]1CN(C)C(=O)Nc1ccccc1 | 10 | .
C[C@@H]1CN([C@H](C)CO)C(=O)Cc2cc(NC(=O)Nc3ccccc3)ccc2O[C@H]1CN(C)S(=O)(=O)c1cccs1 | . | 0.0
C[C@@H]1CN([C@H](C)CO)C(=O)c2cc(NC(=O)Nc3ccc(C(F)(F)F)cc3)ccc2O[C@@H]1CN(C)C(=O)NC1CCCCC1 | . | -5.6
CC1CCc2c(sc3ncnc(SCCO)c23)C1 (stereo not given) | 5 | 0.1
C[C@@H]1CN([C@@H](C)CO)C(=O)Cc2cc(NC(=O)Nc3ccc4c(c3)OCO4)ccc2O[C@H]1CN(C)S(=O)(=O)c1ccc(F)cc1 | . | 0.2
O=S(c1ccccc1)c1ccc2nnnn2n1 (stereo not given) | . | 62*
C=C1C2=C(O[C@H](/C(C)=C/C(C)CC(C)CC)[C@@H](O)[C@@H]2O)C(=O)N1OC (stereo not given in full) | -6 | 0.3
(cont.)
SMILES | PRC2 inh | IDH1 mut inh
COc1cccc(-c2cnc3c(c2)C(=O)N([C@H](C)CO)C[C@@H](C)[C@H](CN(C)Cc2ccc(F)cc2)O3)c1 | 10 | -14
C[C@H]1CCCCO[C@H](CN(C)Cc2ccc(C(=O)O)cc2)[C@@H](C)CN([C@@H](C)CO)C(=O)c2cc(NC(=O)NC3CCCCC3)ccc2O1 | . | 6.0
CO[C@@H]1CN(C)C(=O)c2cc(NC(=O)Nc3ccccc3F)ccc2OC[C@H](C)N(C)C[C@H]1C | 2 | 0.2
Cc1noc(C)c1NC(=O)Nc1ccc2c(c1)C(=O)N([C@@H](C)CO)C[C@H](C)[C@H](CN(C)Cc1ccc(C(F)(F)F)cc1)O2 | 7 | 0.4
CCCC#Cc1cnc2c(c1)C(=O)N([C@@H](C)CO)C[C@@H](C)[C@@H](CN(C)Cc1cccnc1)O2 | -9 | 1.3
